Screening results: PubChem, several laboratories
EBNA-1 inhibitor: blocks EBNA-1 binding to DNA; EBNA-1 DNA binding, fluorescence polarization; inhibition, % at 14.8 µM; 300,000 tested, 0.34% active; in the data active means inhibition above about 28%
core dimer inh: blocks dimerization of HCV core protein; TR-FRET GST/Flag-core106 dimerization, 1536-well; inhibition, % at 5 µM; 300,000 tested, 0.33% active; AID 1899;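 active means inhibition above the mean of all tested compounds plus 3 SD, set per screening campaign, cut at about 45% in these data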
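Assay system: GST-tagged and Flag-tagged HCV core protein residues 1-106 / Times: compound-protein-antibody incubation 4 h at 22.5 °C / Signal: time-resolved FRET, ex 340 nm, em 617 and 671 nm / Evaluation: % inhibition based on acceptor/donor emission ratio / Benchmarks: wells lacking GST-core106 and wells with excess unlabelled core106 / Repeats: singlicate, one well per compound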
PP5 primary: inhibitors of human protein phosphatase 5 (PP5). P53041. purified PP5c, OMFP substrate fluorescence. inhibition, % at 6.7 µM. 320,000 tested, 0.18% active. AID 1987;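 active means inhibition above the campaign's mean inhibition across all tested compounds plus 3 SD, cut at about 9.5% in these data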;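 further: 0% = DMSO only and 100% = 100 µM cantharidin control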
Target sequence (P53041 whole entry, looked up): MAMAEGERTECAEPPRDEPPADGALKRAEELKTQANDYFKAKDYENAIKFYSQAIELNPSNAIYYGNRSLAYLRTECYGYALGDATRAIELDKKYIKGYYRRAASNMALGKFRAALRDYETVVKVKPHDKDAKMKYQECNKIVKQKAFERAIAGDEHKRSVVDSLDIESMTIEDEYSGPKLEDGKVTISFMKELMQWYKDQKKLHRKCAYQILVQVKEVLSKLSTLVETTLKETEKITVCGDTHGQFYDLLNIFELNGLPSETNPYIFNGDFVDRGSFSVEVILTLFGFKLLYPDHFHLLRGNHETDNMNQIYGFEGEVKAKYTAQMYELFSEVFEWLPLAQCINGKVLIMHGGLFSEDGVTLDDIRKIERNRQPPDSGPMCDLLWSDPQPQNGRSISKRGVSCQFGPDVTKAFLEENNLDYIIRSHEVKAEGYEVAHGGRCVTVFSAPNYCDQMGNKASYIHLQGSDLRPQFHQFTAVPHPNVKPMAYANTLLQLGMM
Efflux pump mplx: blocks antifungal efflux pumps in multiplex yeast assay; S. cerevisiae Candida pump triplex, Nile Red efflux; inhibition, % at 10 µM; 330,000 tested, 0.44% active; AID 485275;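 active means plate passing quality check with inhibition over a set limit, or well fluorescence over plate mean plus 4 SD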;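 further: Nile Red retained in pooled yeast measured as flow cytometry median fluorescence; 0% = buffer negative control and 100% = Enniatin B positive control; higher means more Nile Red kept so more efflux inhibition; some compounds called inactive have numbers as strong as hits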
PP1 inh: counter-screen for PP5 inhibitors: inhibitors of human PP1-alpha | 320,000 tested, 0.9% active | inhibition, % at 6.7 µM | AID 2235 | purified PP1alpha, OMFP fluorescence | P62136;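 active means inhibition above the mean inhibition of all tested compounds plus 3 SD, computed separately for each screening campaign, cut at about 15% in these data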
Target sequence (P62136 whole entry, looked up): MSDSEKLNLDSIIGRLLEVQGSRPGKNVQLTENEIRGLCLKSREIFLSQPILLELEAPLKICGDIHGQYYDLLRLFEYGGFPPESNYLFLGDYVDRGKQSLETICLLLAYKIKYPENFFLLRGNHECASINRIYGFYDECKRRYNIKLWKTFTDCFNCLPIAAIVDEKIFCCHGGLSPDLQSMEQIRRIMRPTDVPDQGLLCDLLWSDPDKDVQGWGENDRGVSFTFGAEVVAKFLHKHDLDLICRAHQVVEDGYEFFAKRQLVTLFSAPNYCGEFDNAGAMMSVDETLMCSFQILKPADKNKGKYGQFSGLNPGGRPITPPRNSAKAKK
TPT1 inhibitor: blocks Candida albicans tRNA 2'-phosphotransferase. AID 1962. 300,000 tested, 0.81% active. inhibition, % at 5 µM. recombinant caTPT1, FP RNA substrate dephosphorylation;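 active means inhibition above the mean of all tested compounds plus 3 SD, set per screening campaign, cut at about 24% in these data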;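 further: plate controls were DMSO alone for no effect and ferristatin control at 100 nM for full effect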
PREPL inhibitor: human PREPL enzyme inhibition; recombinant PREPL, fluorescence polarization activity-based probe; Q4J6C6; 320,000 tested, 0.68% active; inhibition, % at 5.96 µM; in the data active means inhibition above about 43%;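 further: 0% = enzyme with DMSO and 100% = wells lacking enzyme; many of its hits are not listed in these tables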
CTSL1 counter: cathepsin L1 inhibition, PFM18AAP counter-screen. inhibition, % at 5.96 µM. 300,000 tested, 0.49% active. recombinant F. hepatica cathepsin L1, Z-Leu-Arg-MCA fluorescence. AID 1906;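 active means inhibition above the mean of all tested compounds plus 3 SD, set per screening campaign, cut at about 17% in these data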;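 further: 0% = plate median of test compound wells and 100% = 1 µM Z-Phe-Ala-diazomethylketone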
ZTA counter: ZTA (EBV) inhibition in EBNA-1 counter-screen; inhibition, % at 11 µM; ZTA-DNA binding, fluorescence polarization; AID 2234; 320,000 tested, 0.15% active; in the data active means inhibition above about 33%
Target sequence (P03206 whole entry, looked up): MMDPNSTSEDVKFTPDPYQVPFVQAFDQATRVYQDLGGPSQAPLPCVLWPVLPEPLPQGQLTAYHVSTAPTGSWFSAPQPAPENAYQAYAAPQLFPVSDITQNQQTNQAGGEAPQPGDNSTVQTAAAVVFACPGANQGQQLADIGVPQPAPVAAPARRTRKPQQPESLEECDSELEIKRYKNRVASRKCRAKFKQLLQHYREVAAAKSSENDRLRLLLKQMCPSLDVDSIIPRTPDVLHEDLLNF
Numbers without * were called inactive; · = not tested or not shown.

1. COc1ccccc1/C=C/C=N/N1CCN(Cc2cccc3ccccc23)CC1
2. COc1ccc(NC(=O)c2cc(SC)ccc2Cl)cc1
3. CCC(=O)c1ccc(N2CCCC2)c(F)c1
4. Cc1cccc(C)c1NC(=O)Nc1cccs1
5. Cc1ccc(CNC(=O)/C=C/C(=O)O)cc1

assay / compound	1	2	3	4	5
EBNA-1 inhibitor	-7	5	-1	-21	-1
core dimer inh	6	6	3	2	0
PP5 primary	-4.5	0.6	1.8	0.9	-1.5
Efflux pump mplx	0.0	0.0	0.1	0.0	-0.1
PP1 inh	-6	-1	-1	-4	-4
TPT1 inhibitor	0	-2	-8	3	-2
PREPL inhibitor	22	0	-3	18	2
CTSL1 counter	2	-1	1	-4	-2
ZTA counter	-4	-6	19	1	9

6. O=S(=O)(NC1CCCC1)c1cc(F)ccc1F
7. c1ccc(C2OC3c4cccc5cccc(c45)C3N2c2ccccc2)cc1 (stereo not drawn)
8. O=C(NCc1ccc(F)cc1)C(=O)NCC1OCCN1C(=O)c1cccs1 (stereo not drawn)
9. COc1cc(CCC(=O)Nc2ccc(C)c(S(=O)(=O)N(C)C)c2)cc(OC)c1OC
10. Cc1cc(NC(=O)Cn2nnc3sc4c(c3c2=O)CCCC4)no1

assay / compound	6	7	8	9	10
EBNA-1 inhibitor	7	6	-9	9	-2
core dimer inh	-5	3	2	-9	-4
PP5 primary	-1.6	1.6	1.6	-2.7	5.2
Efflux pump mplx	0.0	0.0	-0.1	-3.3	0.4
PP1 inh	-1	-2	-1	2	0
TPT1 inhibitor	1	-2	0	1	1
PREPL inhibitor	5	-7	-4	-2	-3
CTSL1 counter	1	1	-1	0	-1
ZTA counter	11	7	12	19	-9

Screen by screen, from the results shown.
CTSL1 counter for entries 6 to 10 → 1, 1, -1, 0, -1
Efflux pump mplx for entries 6 to 10 → 0.0, 0.0, -0.1, -3.3, 0.4
ZTA counter for entries 6 to 10 → 11, 7, 12, 19, -9

Remaining list, next part:
11. CCCN1C2=C(C(=O)CCC2)C(c2ccc(O)c(Br)c2)C2=C1CCCC2=O
12. Nc1nccnc1C(=O)OCc1nc2sc3c(c2c(=O)[nH]1)CCCC3
13. CCS(=O)(=O)N1CCN(C(=O)COc2ccc(-c3ccccc3)cc2)CC1
14. Fc1ccccc1Nc1ncnc2c1nnn2Cc1ccccc1
15. O=C(CSc1nnc(Nc2ccccc2)s1)Nc1ccc(S(=O)(=O)N2CCOCC2)cc1

assay / compound	11	12	13	14	15
EBNA-1 inhibitor	7	-4	3	-3	1
core dimer inh	3	12	-1	5	11
PP5 primary	0.9	0.0	3.8	1.2	1.9
Efflux pump mplx	0.8	0.1	-0.2	0.0	-0.3
PP1 inh	2	-2	1	-1	3
TPT1 inhibitor	0	15	-2	-3	-3
PREPL inhibitor	4	-2	17	-13	-6
CTSL1 counter	0	-2	-3	-2	0
ZTA counter	-3	6	8	7	6

16. S=c1[nH]c(-c2cccs2)cn1-c1ccccc1
17. Cc1ccccc1NC(=O)OCc1cn(-c2ccc(Cl)cc2)nn1
18. Cn1c(SCC(=O)Nc2sccc2C(N)=O)nnc1-c1ccncc1
19. CC(C)NC(=O)C(=O)NCCCN1CCOCC1
20. O=C1CSC(c2ccc([N+](=O)[O-])cc2)N1c1ccccc1F (stereo not drawn)

assay / compound	16	17	18	19	20
EBNA-1 inhibitor	6	4	4	-2	6
core dimer inh	14	-3	5	-7	-4
PP5 primary	0.8	0.7	-4.5	2.7	-2.1
Efflux pump mplx	0.0	0.0	0.1	0.0	-0.2
PP1 inh	-1	0	2	-5	-1
TPT1 inhibitor	2	-2	-6	-4	-3
PREPL inhibitor	1	-4	14	8	3
CTSL1 counter	1	-2	5	-1	2
ZTA counter	4	1	-15	-24	6

Random excerpt: three entries already listed.
2. COc1ccc(NC(=O)c2cc(SC)ccc2Cl)cc1
12. Nc1nccnc1C(=O)OCc1nc2sc3c(c2c(=O)[nH]1)CCCC3
13. CCS(=O)(=O)N1CCN(C(=O)COc2ccc(-c3ccccc3)cc2)CC1

assay / compound	2	12	13
EBNA-1 inhibitor	5	-4	3
core dimer inh	6	12	-1
PP5 primary	0.6	0.0	3.8
Efflux pump mplx	0.0	0.1	-0.2
PP1 inh	-1	-2	1
TPT1 inhibitor	-2	15	-2
PREPL inhibitor	0	-2	17
CTSL1 counter	-1	-2	-3
ZTA counter	-6	6	8

Remaining list, next part:
21. CCSc1nc2ccccc2c(=O)n1-c1c(C)n(C)n(-c2ccccc2)c1=O
22. COCCn1c(=NC(=O)c2nc3ccccc3s2)sc2cc(S(C)(=O)=O)ccc21
23. COC(=O)c1cc(Br)c(=O)n(Cc2ccco2)c1
24. Cc1cccc(C(=O)Nc2sc3c(c2C(=O)O)CCC3)c1
25. Cn1c(SCC(=O)CC(=O)Nc2ccccc2)nnc1-c1ccc(O)cc1

assay / compound	21	22	23	24	25
EBNA-1 inhibitor	0	-8	-2	12	0
core dimer inh	2	-1	0	0	-13
PP5 primary	0.7	-0.9	-0.8	-1.6	1.5
Efflux pump mplx	0.0	0.3	-0.1	-0.1	-0.1
PP1 inh	3	-1	-1	-1	0
TPT1 inhibitor	-4	1	5	-1	-3
PREPL inhibitor	8	5	8	-4	21
CTSL1 counter	2	-4	3	-2	27*
ZTA counter	3	-12	5	0	4

26. Cc1ccccc1C(=O)OCc1cnc(Cl)s1
27. CC1CCCN(CC(O)CN)C1 (stereo not drawn)
28. COCCCN1C(=O)C(=O)/C(=C(/O)c2ccc3c(c2)OCCO3)C1c1ccc(C(=O)OC)cc1 (stereo not drawn)
29. CC(C)(C)[C@@H]1C=C(C(=O)O)O[C@H](OCc2ccc(CO)cc2)C1
30. CCN(CC)CCN(C(=O)c1ccc(C(=O)c2ccccc2)cc1)c1nc2cc3c(cc2s1)OCO3

assay / compound	26	27	28	29	30
EBNA-1 inhibitor	-16	-8	8	-7	-2
core dimer inh	-1	2	3	0	2
PP5 primary	-1.3	3.2	-0.5	0.8	0.6
Efflux pump mplx	-0.1	-0.1	-0.1	0.1	-0.1
PP1 inh	-1	0	-2	0	1
TPT1 inhibitor	1	7	-3	2	-5
PREPL inhibitor	-16	-7	-1	-10	15
CTSL1 counter	2	-3	-2	1	1
ZTA counter	0	-2	7	-5	-11

31. O=C(Nc1ccc(S(=O)(=O)N2CCOCC2)cc1)c1ccccc1Br
32. COc1cc2cc(CCCOC(=O)c3ccc(C#N)cc3)oc(=O)c2cc1OC
33. Cc1ccn2cc(CNS(=O)(=O)c3ccc4c(c3)OCCO4)nc2c1
34. Cc1c(C(=O)N(C)Cc2cccc(F)c2)oc2c(Cl)cccc12
35. COc1cc(C(=O)NCc2ccc(S(N)(=O)=O)cc2)ccc1OCC(=O)Nc1cccc(C(F)(F)F)c1

assay / compound	31	32	33	34	35
EBNA-1 inhibitor	-8	·	2	9	3
core dimer inh	1	·	-10	-2	5
PP5 primary	-1.9	-2.0	2.8	3.9	-0.2
Efflux pump mplx	0.0	0.0	0.1	-0.2	0.1
PP1 inh	-3	-1	-4	3	6
TPT1 inhibitor	-1	·	0	0	-3
PREPL inhibitor	4	-4	-11	3	-29
CTSL1 counter	3	·	-1	1	-2
ZTA counter	-8	8	-21	-1	-4

36. CSc1ccccc1NC(=O)Nc1cccc(Cl)c1C
37. CN(C)CCCNS(=O)(=O)c1cc(Cl)ccc1Cl
38. CC(=O)c1ccc(NC(=O)Nc2ccc(NS(=O)(=O)c3ccc(C)cc3)cc2)cc1
39. Cc1onc(-c2ccccc2)c1C(=O)N1CCN(c2ncccc2C(F)(F)F)CC1
40. N#CCC(N)=C(C#N)C#N

assay / compound	36	37	38	39	40
EBNA-1 inhibitor	2	3	3	12	-1
core dimer inh	-1	-1	8	8	-10
PP5 primary	-0.2	0.5	6.5	-1.2	4.5
Efflux pump mplx	-0.1	0.5	-0.1	0.1	0.1
PP1 inh	-3	-2	8	0	-3
TPT1 inhibitor	-3	-4	1	-4	2
PREPL inhibitor	0	12	16	11	5
CTSL1 counter	-2	-3	2	-4	3
ZTA counter	0	-18	-5	10	14

41. Cc1ccc2c(cnn2C(=O)CCCC(=O)NCc2ccc(F)cc2)c1
42. S=C1NCCc2ccc(Cl)cc2C1c1ccccc1 (stereo not drawn)
43. Cc1ncc([N+](=O)[O-])n1Cc1ccc(Br)cc1
44. CCc1nn2c(=O)c(S(=O)(=O)Nc3ccccc3)c(C)nc2s1
45. C=CCSC(=C(C#N)C#N)c1cc2c([nH]1)CCCC2

assay / compound	41	42	43	44	45
EBNA-1 inhibitor	-2	0	7	7	-12
core dimer inh	9	15	-2	-1	6
PP5 primary	4.0	1.9	0.7	-1.4	0.3
Efflux pump mplx	0.1	0.1	-0.1	0.0	-0.1
PP1 inh	2	2	1	1	1
TPT1 inhibitor	0	1	2	-5	0
PREPL inhibitor	-41	-17	11	-3	7
CTSL1 counter	87*	5	3	-6	8
ZTA counter	14	-14	-9	-13	15

46. CCC(C)NC(=O)Cc1cn(C)c2ccccc12 (stereo not drawn)
47. Cc1nc2ccccc2n1S(=O)(=O)c1ccc(Br)cc1
48. CCC(=O)Nc1ccc(C(=O)NNC(=O)c2ccccc2)cc1
49. C[C@]12CCC(=O)C=C1CC[C@@H]1[C@@H]2CC[C@@]2(C)[C@H]1CC[C@@]21CCC(=O)O1
50. CC1=Cc2ccccc2C(C#N)N1C(=O)c1ccccc1 (stereo not drawn)

assay / compound	46	47	48	49	50
EBNA-1 inhibitor	-7	6	-9	5	0
core dimer inh	-6	1	-2	-2	2
PP5 primary	1.1	3.4	-2.2	-2.1	4.7
Efflux pump mplx	0.1	0.3	0.0	0.2	0.1
PP1 inh	-2	-1	0	-2	-3
TPT1 inhibitor	-1	-5	-1	-2	-1
PREPL inhibitor	0	3	17	7	7
CTSL1 counter	-4	0	-5	0	-5
ZTA counter	1	-1	-8	0	-19

Complete entries, looked up by structure. Values in the order: EBNA-1 inhibitor | core dimer inh | PP5 primary | Efflux pump mplx | PP1 inh | TPT1 inhibitor | PREPL inhibitor | CTSL1 counter | ZTA counter
C[C@]12CCC(=O)C=C1CC[C@@H]1[C@@H]2CC[C@@]2(C)[C@H]1CC[C@@]21CCC(=O)O1 in the list: 5 | -2 | -2.1 | 0.2 | -2 | -2 | 7 | 0 | 0
CCC(=O)Nc1ccc(C(=O)NNC(=O)c2ccccc2)cc1 in the list: -9 | -2 | -2.2 | 0.0 | 0 | -1 | 17 | -5 | -8

Next part.
51. CC1(C)Cc2c(c(-c3ccco3)nc3sc4c(NCCO)ncnc4c23)CO1
52. Cc1n[nH]c(C)c1CS(=O)(=O)c1ccccc1
53. C=CCn1c(N)cc(=O)nc1SCC(=O)Nc1ccc(C(=O)OC)cc1
54. O=C(c1ccco1)N1CCN(C23CC4CC(CC(C4)C2)C3)CC1
55. Cc1cc(C)c2c(-n3cccc3)c(C(=O)NNS(=O)(=O)c3ccc(F)cc3)sc2n1
56. CCN(CC)CCNc1ccc(CO)c2sc3ccccc3c(=O)c12
57. COC(=O)[C@H](C)NC(=O)Nc1cccc(Br)c1
58. Cc1nonc1OCCNCc1c(C(=O)N(C)C)nc2ccc(Cl)cn12

assay / compound	51	52	53	54	55	56	57	58
EBNA-1 inhibitor	4	-7	1	-6	1	3	8	-1
core dimer inh	2	-2	-1	-6	15	-6	-1	-4
PP5 primary	4.3	1.5	1.6	2.6	0.4	6.0	1.4	0.7
Efflux pump mplx	0.2	0.0	-0.7	-0.3	-0.2	0.0	0.0	0.0
PP1 inh	-2	-3	-2	-1	2	-5	-4	5
TPT1 inhibitor	3	4	-2	-2	-2	-1	2	-8
PREPL inhibitor	-7	-1	10	-2	-11	45*	4	-2
CTSL1 counter	4	1	-3	2	8	2	-1	-1
ZTA counter	-7	6	-17	-6	-3	4	-11	6

A few values from the list:
Reading for #15 under ZTA counter: 6
Reading for #23 under EBNA-1 inhibitor: -2
Reading for #42 under EBNA-1 inhibitor: 0
Reading for #52 under core dimer inh: -2

Not all compounds are listed; rates above refer to the full screens.
